PAX8 inh HTS = inhibitors of PAX8-driven TPO luciferase reporter, primary screen, RMG-I cells, single concentration; AID 652154, 2013; SteadyGlo, 24 h; 360,000 compounds, 1.2% hits; inhibition, % at 12.6 µM;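 active = mean replicate inhibition at least 60% with every replicate also reaching 60%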;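 note: luciferase light reporting Pax8 driven TPO promoter activity; plate controls were median of neutral control wells for no effect and mitoxantrone controls for full effect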
INS-1E GSIS act = GLuc luminescence reporter in INS-1E cells, primary screen for activators of glucose-dependent secretion of insulin; AID 743287, 2014; activation, % at 16.6 µM; INS-1E GLuc reporter insulin secretion, 2-3 h; 370,000 compounds, 0.61% hits;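 active = lowest replicate activation of at least 40%, so every replicate reaches that level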;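 note: 0% = median of neutral control wells and 100% = median of IBMX positive control wells; some compounds called inactive have numbers as strong as hits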
LGR2 inh = inhibitors of bursicon-induced LGR2 CRE-luciferase signal, primary screen, cell-based, HEK293, CRE-luciferase reporter, bursicon stimulation; inhibition, % at 9.99 µM; Drosophila bursicon receptor LGR2 (rickets); AID 720647, 2013; 380,000 compounds, 0.35% hits; bursicon-stimulated, 4 h;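 active = drop in luminescence signal, shown as inhibition above about 50% in the replicate tests, limit read from the data, passing the limit was not always enough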;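 note: agonist challenge used bursicon conditioned medium at about half maximal strength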
* = called active by the depositor; & = joins results of further samples. An excerpt (hit frequency here may not be typical).

compound	PAX8 inh HTS	INS-1E GSIS act	LGR2 inh
C=CCOc1cccc(NC(=O)c2ccccc2SC)c1	-8.7	0.5	-3.5
CCC(c1nnnn1-c1ccc2c(c1)OCCO2)N1CCN(c2ncccc2C(F)(F)F)CC1 (configuration not stated)	-4.8&-21.3	-22.9&18.3	-3.0&8.5
CCCCC[C@H](C)N1C[C@H](COCc2ccccc2)Oc2cc(N3CC[C@@H](O)C3)ccc2S1(=O)=O	-4.2	-3.2	-7.5
COc1ccc(-c2coc3cc4oc(=O)cc(-c5ccccc5)c4cc23)cc1F	53.8	-1.2	-10.5
COc1ccc(/C=C/C(=O)Oc2ccc(/C=N\NC(=O)c3ccc(F)cc3)cc2)cc1	-4.7	-11.1	1.5
O=C(Cc1ccccc1)NC(=S)Nc1ccc2oc(-c3ccccc3)nc2c1	-10.3	8.0	-12.0
O=S(=O)(NC1CCCCC1Nc1ccccc1)c1ccccc1 (configuration not stated)	26.6	0.0	16.6
CCC(=O)NC(=S)Nc1ccc(NC(=S)NC(=O)c2ccccc2)cc1	2.4	3.0	-6.1

Whole records, looked up by structure. Screens in order: PAX8 inh HTS	INS-1E GSIS act	LGR2 inh
Results for O=S(=O)(NC1CCCCC1Nc1ccccc1)c1ccccc1 (configuration not stated) : 26.6	0.0	16.6
Results for COc1ccc(-c2coc3cc4oc(=O)cc(-c5ccccc5)c4cc23)cc1F : 53.8	-1.2	-10.5

Next part:
compound	PAX8 inh HTS	INS-1E GSIS act	LGR2 inh
Nc1nc2ccc(Cl)cc2cc1C(=O)NCCCN1CCOCC1	13.2	9.3	-9.2
CCOC(=O)c1c(CC(C)C)csc1NC(=O)COC(=O)C1=NNC(=O)CC1	5.9	11.2	1.6
Cc1ccccc1C(=O)NC(C(=O)Nc1nc2c(s1)CCCC2)C(C)C (configuration not stated)	-22.3	3.5	-15.0
CCC(C(=O)NC1CCCC1)n1c(-c2ccncc2)nc2ccccc21 (configuration not stated)	16.5	3.6	-4.7
COC(=O)[C@@]1(Cc2ccc(F)cc2)[C@H]2c3cc(C(=O)N4CCCC4)n(Cc4ccc(S(C)(=O)=O)cc4)c3C[C@H]2CN1C(=O)c1ccccc1	13.5	-18.3	-4.2
CCc1cc(=O)oc2cc(C)cc(OCC(=O)C(C)(C)C)c12	-12.5	3.6	3.8
COc1ccc(C=NN(C)C(=O)Nc2cccc(Cl)c2)cc1OC	-8.4	36.4	-19.7
Cc1ccccc1-c1ccc2c(c1)[C@@H]1C[C@H](N(C)CC3CCCCC3)[C@H]([C@H](C)O)CN1CC2	15.3	-8.2	4.4
CCCNC(=O)N1CC2(CCN(CC3CCCC3)CC2)c2c(n(C)c3cc(OC)ccc23)[C@@H]1CO	-10.8	4.8	-1.1
CC1CCc2nc(/C(C#N)=C/c3cccnc3)sc2C1 (configuration not stated)	-190.5	-2.6	-76.3
O=C1c2ccccc2C(c2nnnn2Cc2ccccc2)N1CCc1c[nH]c2ccccc12 (configuration not stated)	-70.6	-23.2	-21.4
CC(C)NC(=O)C1(C)CN(S(C)(=O)=O)CC(=O)N1C1CCCCCC1 (configuration not stated)	-4.8	-10.6	-6.5
CCOC(=O)[C@]12CCCC=C1N(CCC1=CCCCC1)C(=O)[C@H](CC(=O)NCc1ccc(OC)c(OC)c1)C2	-13.4	-33.1	-0.4
CCOC(=O)[C@]12CCCC=C1N(CCC1=CCCCC1)C(=O)[C@H](CC(=O)NCCCOC)C2	-21.0	-11.2	2.7
O=C(C[C@@H]1CC[C@H](NC(=O)Nc2ccccc2F)[C@H](CO)O1)NCc1ccc(-c2ccccc2)cc1	-5.2	-23.9	20.5
COC(=O)C1=C(C)N(Cc2ccccc2C(F)(F)F)C(=NCC2CC2)NC1c1ccc(C(F)(F)F)cc1 (configuration not stated)	7.4	15.2	-30.0
O=S1(=O)N[C@H](Cc2ccccc2)COc2cccc(N3CCC[C@H]3CO)c21	4.6	-11.7	-10.7
COc1ccc(CCN2CC(C(=O)NCc3cnn(C)c3)CCC2=O)cc1 (configuration not stated)	-5.2	8.2	0.2
CC(C)(C)NC(=O)C(c1cc2ccccc2o1)n1c(=O)c(-c2ccccc2)nc2ccccc21 (configuration not stated)	21.7	0.0	-11.8
CN1C(=O)C(CC(=O)Nc2ccccc2)S/C1=N/c1nccs1 (configuration not stated)	3.6	8.2	-7.2
COCCNCCCOc1ccc(C)cc1Br	-0.2	-1.0	-6.4
COc1ccc(C(=O)NCCNc2nc3cc(C)cc(C)c3cc2C#N)cc1	-20.3	3.2	-10.5
C=CCCC1CN(Cc2ccc(OC)cc2)S(=O)(=O)c2c(Oc3ccc(OC)cc3)cccc2O1 (configuration not stated)	15.8	8.1	-3.5
COc1ccc(C(=O)C(=O)N2CCN(C(=O)c3ccccc3C(F)(F)F)CC2)cc1OC	-14.2	26.6	-12.6
CCOc1ccc(CCN2C(=O)C(=O)N([C@@H](Cc3ccccc3)CN3CCC[C@H]3CN3C(=O)C(=O)NC[C@@H]3Cc3ccc(O)cc3)C[C@@H]2Cc2ccc(O)cc2)cc1	-1.9	35.8	-7.8
CC1=C(C(=O)N2CCCCCC2)CC(CC(=O)NC2CCCCC2)C(=O)N1Cc1ccc(F)cc1 (configuration not stated)	-3.8	-18.6	7.8
CN(C(=O)[C@H]1O[C@@H](n2cnc(C(N)=O)n2)[C@H](O)[C@@H]1O)c1ccccc1	-17.8	187.4*	-18.2
O=C(O)c1cc(O)ccc1N=Nc1ccccc1	6.8	-3.6	-8.7
Cc1cc(C)c(CN2CCN(C(=O)Cn3cc(C)c(=O)[nH]c3=O)CC2)c(C)c1	1.1	-12.0	-4.0
C=CCNc1cccc2c1S(=O)(=O)N[C@H](Cc1ccccc1)CO2	7.3	-1.0	36.7
COc1ccc(NC(=O)NC(C)C2CC3CCC2C3)cc1 (configuration not stated)	6.5	6.7	0.1
NS(=O)(=O)c1ccc(NC(=O)CSc2ncnc3ccccc23)cc1	33.2	8.7	10.0
Cc1cc(C(=O)Nc2c[nH]c(=O)[nH]c2=O)ccc1[N+](=O)[O-]	-0.5	2.1	6.6
COc1cc(N(C)C)ccc1[C@]1(O)C(=O)N(C)c2ccc(Br)cc21	-12.5	-6.2	0.7
Cc1ccccc1CN1C(=O)CN(S(C)(=O)=O)CC1(C)C(=O)Nc1ccc2c(c1)OCCO2 (configuration not stated)	3.6	7.8	-15.3
CCCCc1c(-c2ccc(OC)c(OC)c2)ncn1CCc1ccccc1OC	29.0	-24.8	39.9
N#Cc1c(-c2c(Cl)cccc2Cl)noc1/C=C/Nc1ccc(C(=O)O)cc1	19.3	-11.1	13.4
COC(=O)C[C@H]1CC[C@@H](NC(=O)c2ccncc2)[C@@H](CO)O1	-2.4	31.4	10.9
N#Cc1nccnc1S(=O)(=O)c1cccs1	101.7*	134.2*	46.7
Cc1cccnc1NC(=O)c1ccc(S(=O)(=O)N2CCCCCC2)cc1	-5.9	8.3	9.9

4 records picked at random from those above, as already listed:
compound	PAX8 inh HTS	INS-1E GSIS act	LGR2 inh
COC(=O)C[C@H]1CC[C@@H](NC(=O)c2ccncc2)[C@@H](CO)O1	-2.4	31.4	10.9
N#Cc1c(-c2c(Cl)cccc2Cl)noc1/C=C/Nc1ccc(C(=O)O)cc1	19.3	-11.1	13.4
N#Cc1nccnc1S(=O)(=O)c1cccs1	101.7*	134.2*	46.7
CCCCc1c(-c2ccc(OC)c(OC)c2)ncn1CCc1ccccc1OC	29.0	-24.8	39.9

More results.
compound	PAX8 inh HTS	INS-1E GSIS act	LGR2 inh
COC(=O)c1ccc(COC(=O)CNC(=O)c2ccc(-c3ccccc3)cc2)cc1	-156.8	-7.2	-34.3
CCOC(=O)C1CCN(C(=O)C(C)c2ccc([N+](=O)[O-])cc2)CC1 (configuration not stated)	7.7	7.8	28.5
CN=C1S/C(=C\c2cccc(Cl)c2Cl)C(=O)N1C	-8.3	-4.5	-17.2
O=C(NC1CCCC1)C(C1CC1)n1c(-c2ccccn2)nc2ccccc21 (configuration not stated)	5.8	42.8*	11.0
O=C(CCN1C(=O)C2CCCCC2C1=O)Nc1ccc(OC(F)F)cc1 (configuration not stated)	5.6	9.0	-7.0
Nc1nc(N)c(N=O)c(Nc2ccc(Cl)c(Cl)c2)n1	42.4	13.5	-8.2
CCc1cccc2c(C(=S)N3CCOCC3)c[nH]c12	9.7	-16.3	2.3
CCCCCc1c(CC)ncn1CCc1ccccc1OC	-67.7	-32.1	17.7
Cc1ccc(S(=O)(=O)N2CCCCC2)cc1NC(=O)c1ccc2c(=O)n3c(nc2c1)CCCCC3	-8.7	-16.0	66.9*
C[C@H](NC(=O)[C@@H]1CCCN1C(=O)[C@@H]1CCCN1C(=O)c1ccccc1)c1ccccc1	1.9	3.6	7.6
O=C(NCc1ccccn1)[C@@H]1CCCN1C(=O)[C@@H]1CCCN1C(=O)c1ccccc1	9.5	16.2	-2.5
CCCC[C@@H]1CNC(=O)C(=O)N1CCc1cccc(F)c1	-9.8	14.7	11.4
COCCN1Cc2cccc(C(=O)Nc3ccc(S(=O)(=O)N4CCOCC4)cc3)c2C1=O	-15.2	10.8	-22.3
C[N+](C)(CC#Cc1ccccc1)CC(=O)c1ccc(Cl)cc1	23.7	-8.7	-4.3
Clc1ccc2nncn2n1	9.7	-1.7	16.5
COc1ccccc1/C=C/C(=O)NCC(=O)N/N=C/c1cccnc1	15.9	-1.1	1.8
COC(=O)N1C[C@H](OCc2cn(-c3cc(Cl)cc(Cl)c3)nn2)[C@H](OCc2cn(-c3cc(Cl)cc(Cl)c3)nn2)C[C@@H]1c1ccccc1Br	-28.7	-2.5	-8.3
COC(=O)[C@@]1(Cc2ccc(OC)cc2)[C@H]2c3cc(C(=O)N4CCCC4)n(Cc4ccc(C)c(F)c4F)c3C[C@H]2CN1C(=O)c1ccccc1	-0.9	1.8	15.5
COc1ccccc1CNC(=O)C1Cc2ccccc2C(=O)O1 (configuration not stated)	1.3	8.2	2.9
COc1cc(/C=N/NC(=O)c2c(C)nnn2-c2nonc2N)ccc1O	-16.4	-1.9	-5.4
COC(=O)[C@@]1(Cc2ccc(F)cc2)[C@H]2c3cc(C(=O)N4CCCC4)n(Cc4cc(C)n(C)n4)c3C[C@H]2CN1C(=O)c1ccccc1	7.6	-31.9	-10.7
Cc1ccc(N2CCN(S(=O)(=O)N3CCCCC3)CC2)c(C)c1	-5.1	-9.4	-2.5
Nc1nc2ncccn2c1-c1ccccc1	4.1	14.6	-6.8
Cn1c(CO)cnc1-c1ccccc1	-12.7	18.5	-11.0
C[C@@H]1CNCCN1c1ccc(N2CCS(=O)(=O)CC2)c(C#N)c1	-18.4	8.1	13.8
Cc1cc(Oc2cccc3c2S(=O)(=O)N([C@H](C)c2ccccc2)C[C@@H](COCc2ccccc2)O3)cc(C)c1C	20.9	-24.5	3.8
COc1ccccc1/C=C/C(=O)NCC(=O)N/N=C/c1ccccc1[N+](=O)[O-]	-4.0	-15.0	2.8
COC(=O)[C@@]1(Cc2ccc(F)cc2)[C@H]2c3cc(C(=O)N4CCCC4)n(Cc4ccc(Cl)c(C(F)(F)F)c4)c3C[C@H]2CN1C(=O)c1ccccc1	51.8	-1.5	3.4
O=C(Cc1cccnc1)N1CC(=O)N2[C@@H](CO)[C@@H](c3ccc(C#CC4CCCCC4)cc3)[C@@H]2C1	9.1	-3.3	-2.1
CCCCN1C(=O)C(CC(=O)NC2CCCCC2)CC(C(=O)N2CCCCCC2)=C1C (configuration not stated)	-31.0	-13.5	11.7
O=C(O)CCn1cc(/C=C/C(=O)c2ccc(Cl)cc2)c(-c2ccc(Br)cc2)n1	-4.4	-24.0	26.0
Cc1ccc(CNC(=O)CN2C(=O)NC(C)(c3ccccc3Cl)C2=O)cc1 (configuration not stated)	5.8	-15.2	0.4
COC(=O)C1(C(=O)OC)c2ncccc2N(S(=O)(=O)c2ccc(C)cc2)C1CC(=O)c1ccccc1 (configuration not stated)	10.4	-4.5	-18.8
Cc1sc2nc(C3CC3)nc(SCC(=O)N3CCCc4ccccc43)c2c1C	-12.0	14.3	21.6
COc1cc(OC)c(C2C=CC(=O)CC2)c(OC)c1 (configuration not stated)	7.6	38.6	7.9
COc1ccc(-c2cc3nc(C)c(CCC(=O)NCc4ccc(F)cc4)c(C)n3n2)c(OC)c1	-13.0	-10.9	-19.0
COc1ccccc1-c1ncn(Cc2cccc(-c3ccccc3)c2)c1CC(C)C	45.6	-21.3	47.1
CCOc1ccc(CCN2C(=O)C(=O)N([C@@H](CC(C)C)CN3CCC[C@H]3CN3C(=O)C(=O)NC[C@@H]3Cc3ccc(O)cc3)C[C@@H]2CC(C)C)cc1	-2.4	-7.1	-2.6
CC(=O)Oc1ccc(Cl)cc1/C=C/c1cc(OC(C)=O)c2ccccc2n1	-20.0	-16.9	-20.7
CC(=O)C1=C(C)NC(=S)NC1c1ccccc1 (configuration not stated)	-12.8	-14.9	0.1
CC1(C)OC(=O)C2=C(C[C@@H](C3CCCC3)O[C@@H]2c2ccc(Cl)cc2)O1	-11.0	-10.5	-5.6
Cc1cc2nc(-c3nnnn3Cc3ccccc3)c(=O)[nH]c2cc1C	11.3	-3.0	13.7

Assay outcomes: PubChem, Broad Institute
